From PubChem BioAssay
PAFAH1B3 FP inh – PAFAH1B3 (human) inhibition; Q15102; recombinant PAFAH1B3, FP-rhodamine probe, fluorescence polarization; inhibition, % at 3.39 µM; 0.28% of 340,000 active; AID 492972;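 active = inhibition above the screen-wide average of all tested compounds plus 3 SD, cut at about 25% in these data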;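 also: 0% = enzyme with DMSO only and 100% = wells lacking PAFAH1B3 protein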
ZTA counter – blocks Epstein-Barr virus ZTA, an EBNA-1 counter-screen; inhibition, % at 11 µM; ZTA-DNA binding, fluorescence polarization; 0.15% of 320,000 active; P03206; in the data active = inhibition above about 33%
EBNA-1 inhibitor – blocks EBNA-1 binding to DNA; inhibition, % at 14.8 µM; 0.34% of 300,000 active; EBNA-1 DNA binding, fluorescence polarization; in the data active = inhibition above about 28%
PAFAH1B2 inh – blocks human PAF acetylhydrolase 1b catalytic subunit 2 | P68402 | recombinant PAFAH1B2, FP-rhodamine activity probe, fluorescence polarization | inhibition, % at 3.39 µM | 1.2% of 340,000 active | AID 492953;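 active = inhibition above the mean of all tested compounds plus 3 SD, cut at about 24% in these data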;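 also: 0% = enzyme with DMSO and 100% = wells lacking PAFAH1B2; many of its hits are not listed in these tables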
Target sequence (P68402 whole entry, looked up): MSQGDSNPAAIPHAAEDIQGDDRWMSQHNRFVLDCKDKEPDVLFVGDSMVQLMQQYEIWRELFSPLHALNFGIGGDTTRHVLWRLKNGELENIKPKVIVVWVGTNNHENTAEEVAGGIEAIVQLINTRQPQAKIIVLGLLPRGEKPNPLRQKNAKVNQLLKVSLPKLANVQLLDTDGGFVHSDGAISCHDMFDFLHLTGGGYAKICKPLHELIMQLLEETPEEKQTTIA
PREPL inhibitor – human PREPL enzyme inhibition. inhibition, % at 5.96 µM. Q4J6C6. recombinant PREPL, fluorescence polarization activity-based probe. 0.68% of 320,000 active; in the data active = inhibition above about 43%;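 also: 0% = enzyme with DMSO and 100% = wells lacking enzyme; many of its hits are not listed in these tables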
PAFAH2 FP inh – PAFAH2 (human) inhibition. 0.99% of 340,000 active. recombinant PAFAH2, FP-rhodamine activity probe, fluorescence polarization. inhibition, % at 3.39 µM. Q99487;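 active = inhibition above the mean over all tested compounds plus 3 SD, cut at about 30% in these data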;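 also: inhibitors block probe labeling of enzyme so polarization drops; 0% = enzyme with DMSO and 100% = wells lacking PAFAH2 protein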
LYPLA2 inh – counter-screen for PME1 inhibitors: inhibitors of human LYPLA2; O95372; recombinant LYPLA2, FP-Rh probe fluorescence polarization; inhibition, % at 5.9 µM; 0.38% of 320,000 active; AID 2177;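 active = inhibition above the screen-wide mean plus 3 SD, limit set per campaign, cut at about 26% in these data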;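 also: 0% = LYPLA2 with DMSO and 100% = wells lacking LYPLA2 enzyme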
Target sequence (O95372 whole entry, looked up): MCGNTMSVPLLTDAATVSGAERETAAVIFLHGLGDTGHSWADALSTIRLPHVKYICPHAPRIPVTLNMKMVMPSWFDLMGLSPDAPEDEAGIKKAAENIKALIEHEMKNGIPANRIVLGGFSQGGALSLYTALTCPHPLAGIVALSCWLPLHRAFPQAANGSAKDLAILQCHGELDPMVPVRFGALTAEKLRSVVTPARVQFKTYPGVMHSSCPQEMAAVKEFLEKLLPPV
pPAFAH inh – inhibitors of human plasma PAF acetylhydrolase (pPAFAH) | inhibition, % at 3.39 µM | Q13093 | recombinant pPAFAH, FP-rhodamine probe fluorescence polarization | 1.5% of 330,000 active;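 active = inhibition above the mean inhibition across the screen plus 3 SD, cut at about 25% in these data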;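 also: inhibitors block binding of the rhodamine activity-based probe so polarization drops; 0% = enzyme with DMSO and 100% = wells lacking pPAFAH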
Target sequence (Q13093 whole entry, looked up): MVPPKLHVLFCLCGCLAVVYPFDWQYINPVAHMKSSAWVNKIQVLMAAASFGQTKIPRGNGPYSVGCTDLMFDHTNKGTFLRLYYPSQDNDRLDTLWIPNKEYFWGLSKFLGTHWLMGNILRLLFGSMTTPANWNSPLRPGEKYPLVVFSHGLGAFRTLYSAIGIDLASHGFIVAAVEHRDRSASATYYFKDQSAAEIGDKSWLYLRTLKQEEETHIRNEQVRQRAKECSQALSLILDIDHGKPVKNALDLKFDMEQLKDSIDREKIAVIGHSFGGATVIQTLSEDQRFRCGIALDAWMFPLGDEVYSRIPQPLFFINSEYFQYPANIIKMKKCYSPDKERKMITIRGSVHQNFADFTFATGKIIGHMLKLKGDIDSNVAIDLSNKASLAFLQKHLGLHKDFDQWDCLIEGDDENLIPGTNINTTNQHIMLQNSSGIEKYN
LYPLA1 inh – blocks human lysophospholipase 1, a PME1 counter-screen; recombinant LYPLA1, FP-Rh probe fluorescence polarization; inhibition, % at 5.9 µM; 0.16% of 320,000 active; AID 2174;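 active = inhibition above the mean of all tested compounds plus 3 SD, set per campaign, cut at about 14% in these data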;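 also: inhibitors block serine hydrolase probe labeling of LYPLA1 so polarization falls; 0% = enzyme with DMSO and 100% = wells lacking LYPLA1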
Active calls of the source: *. The list is partial. The share of hits here may be higher or lower than overall.

`CC(C)CCNC(=O)Nc1ccc2c(c1)N(C)C(=O)CS2` gave PAFAH1B3 FP inh -7, ZTA counter 11, EBNA-1 inhibitor 5, PAFAH1B2 inh -7, PREPL inhibitor 0, PAFAH2 FP inh -8, LYPLA2 inh 2, pPAFAH inh 4 and LYPLA1 inh -5.
For COc1cc(/C=N/NC(=O)CSc2ccccn2)ccc1O the results were PAFAH1B3 FP inh -3, ZTA counter -2, EBNA-1 inhibitor -6, PAFAH1B2 inh -2, PREPL inhibitor 3, PAFAH2 FP inh 3, LYPLA2 inh 7, pPAFAH inh 1 and LYPLA1 inh 4.
For CN(C)c1ccc(C(=O)Nc2ccc(O)c3c(=O)cc(-c4ccccc4Cl)oc23)cc1 the results were PAFAH1B3 FP inh 1, ZTA counter -22, EBNA-1 inhibitor 5, PAFAH1B2 inh 4, PREPL inhibitor 9, PAFAH2 FP inh 3, LYPLA2 inh 1, pPAFAH inh 10 and LYPLA1 inh -2.
For CSc1ccccc1NC(=O)c1cc(C2CC2)on1 the results were PAFAH1B3 FP inh -5, ZTA counter -9, EBNA-1 inhibitor -6, PAFAH1B2 inh 8, PREPL inhibitor 9, PAFAH2 FP inh -7, LYPLA2 inh 3, pPAFAH inh 7 and LYPLA1 inh 3.
COc1ccc(S(=O)(=O)Nc2ccccc2C(=O)OC2CCCN(C)C2)cc1OC (configuration not stated) was read as PAFAH1B3 FP inh -4, ZTA counter 7, EBNA-1 inhibitor -2, PAFAH1B2 inh -1, PREPL inhibitor 2, PAFAH2 FP inh -4, LYPLA2 inh 4, pPAFAH inh 0 and LYPLA1 inh 2.
For CC1CCCCN1CCn1c(=S)[nH]c2cc3c(cc2c1=O)OCO3 (configuration not stated) the results were PAFAH1B3 FP inh 10, ZTA counter -5, EBNA-1 inhibitor 4, PAFAH1B2 inh -1, PREPL inhibitor 12, PAFAH2 FP inh 2, LYPLA2 inh 7, pPAFAH inh 2 and LYPLA1 inh 1.
Screening O=C(COc1cc2oc(=O)c3c(c2cc1Cl)CCC3)NCCCN1CCOCC1 returned PAFAH1B3 FP inh 2, ZTA counter -13, EBNA-1 inhibitor -17, PAFAH1B2 inh -1, PREPL inhibitor -6, PAFAH2 FP inh 3, LYPLA2 inh 1, pPAFAH inh -7 and LYPLA1 inh -3.
Cc1ccc(N)cc1-n1c(C)ccc1C was read as PAFAH1B3 FP inh -2, ZTA counter 15, EBNA-1 inhibitor -12, PAFAH1B2 inh 0, PREPL inhibitor 26, PAFAH2 FP inh 5, LYPLA2 inh 3, pPAFAH inh 7 and LYPLA1 inh 1.
For Cc1c(C(=O)Nc2ccc(OC(F)(F)F)cc2)sc2nc3n(c(=O)c12)CCC3 the results were PAFAH1B3 FP inh -3, ZTA counter 17, EBNA-1 inhibitor 3, PAFAH1B2 inh -5, PREPL inhibitor 6, PAFAH2 FP inh 4, LYPLA2 inh -4, pPAFAH inh -2 and LYPLA1 inh -6.
For COc1cc(NS(=O)(=O)c2ccc3c(c2)NC(=O)CO3)cc(OC)c1 the results were PAFAH1B3 FP inh -1, ZTA counter -5, EBNA-1 inhibitor 2, PAFAH1B2 inh -1, PREPL inhibitor -6, PAFAH2 FP inh 6, LYPLA2 inh 5, pPAFAH inh 5 and LYPLA1 inh 5.
For O=C(CCCN1C(=O)C(c2ccccc2)Oc2cccnc21)NCCc1ccc(Cl)cc1 (configuration not stated) the results were PAFAH1B3 FP inh 0, ZTA counter -8, EBNA-1 inhibitor -2, PAFAH1B2 inh 7, PREPL inhibitor -15, PAFAH2 FP inh 5, LYPLA2 inh 2, pPAFAH inh 7 and LYPLA1 inh 0.
CC1CCN(c2nc3c(cc2C#N)COC(C)(C)C3)CC1 was read as PAFAH1B3 FP inh -1, ZTA counter -4, EBNA-1 inhibitor -8, PAFAH1B2 inh -1, PREPL inhibitor 6, PAFAH2 FP inh -5, LYPLA2 inh 4, pPAFAH inh 3 and LYPLA1 inh 1.
`O=c1[nH][nH]cc1C=Nc1cc(Cl)ccc1O` gave PAFAH1B3 FP inh 5, ZTA counter -1, EBNA-1 inhibitor 3, PAFAH1B2 inh 6, PREPL inhibitor 4, PAFAH2 FP inh -1, LYPLA2 inh 2, pPAFAH inh 0 and LYPLA1 inh 1.
Screening CN(Cc1ccccn1)C(=O)C1CCC(=O)N(Cc2cccc(C(F)(F)F)c2)C1 (configuration not stated) returned PAFAH1B3 FP inh -2, ZTA counter 5, EBNA-1 inhibitor -13, PAFAH1B2 inh 4, PREPL inhibitor 8, PAFAH2 FP inh 3, LYPLA2 inh 2, pPAFAH inh 1 and LYPLA1 inh -4.
Screening COc1ccccc1OCCCCCc1c(C)n[nH]c1C returned PAFAH1B3 FP inh 5, ZTA counter -8, EBNA-1 inhibitor -4, PAFAH1B2 inh 3, PREPL inhibitor -1, PAFAH2 FP inh -1, LYPLA2 inh -2, pPAFAH inh -6 and LYPLA1 inh 0.
COc1ccc(NS(=O)(=O)c2ccc(C)c(NC(=O)c3ccc(C)c(S(=O)(=O)N4CCOCC4)c3)c2)cc1 was read as PAFAH1B3 FP inh -9, ZTA counter -4, EBNA-1 inhibitor -6, PAFAH1B2 inh 0, PREPL inhibitor -5, PAFAH2 FP inh -4, LYPLA2 inh -3, pPAFAH inh 5 and LYPLA1 inh -4.
For CC1(C)CC(=O)C(C=NCCN2CCN(C(=O)c3ccc(F)cc3)CC2)=C(O)C1 the results were PAFAH1B3 FP inh 4, ZTA counter -4, EBNA-1 inhibitor -8, PAFAH1B2 inh -3, PREPL inhibitor 19, PAFAH2 FP inh -11, LYPLA2 inh 5, pPAFAH inh 0 and LYPLA1 inh 0.
`COc1cccc(C(=O)Nc2cc(-c3cn4cccnc4n3)ccc2C)c1` gave PAFAH1B3 FP inh 7, ZTA counter -5, EBNA-1 inhibitor 1, PAFAH1B2 inh 0, PREPL inhibitor -4, PAFAH2 FP inh 0, LYPLA2 inh -3, pPAFAH inh 4 and LYPLA1 inh 0.
CC(C)Sc1nc(N2CCOCC2)c2c(c1C#N)CC(C)(C)SC2 was read as PAFAH1B3 FP inh 5, ZTA counter 2, EBNA-1 inhibitor -4, PAFAH1B2 inh 1, PREPL inhibitor 6, PAFAH2 FP inh -2, LYPLA2 inh 4, pPAFAH inh 7 and LYPLA1 inh 0.
CCOc1ccc(OCC(=O)OC(C)C(=O)NC2CCCC2)cc1 (configuration not stated) was read as PAFAH1B3 FP inh 9, PAFAH1B2 inh 2, PREPL inhibitor 5, PAFAH2 FP inh 6 and pPAFAH inh 8.
O=C(Cn1c(-c2cncs2)nc2ccccc21)NCc1ccccc1 was read as PAFAH1B3 FP inh -8, ZTA counter 12, EBNA-1 inhibitor 3, PAFAH1B2 inh 0, PREPL inhibitor 26, PAFAH2 FP inh -4, LYPLA2 inh -5, pPAFAH inh 1 and LYPLA1 inh -4.
`CC(CC(=O)Nc1ccccc1C(F)(F)F)c1ccccc1` (configuration not stated) gave PAFAH1B3 FP inh 8, ZTA counter -1, EBNA-1 inhibitor 0, PAFAH1B2 inh -2, PREPL inhibitor 8, PAFAH2 FP inh -5, LYPLA2 inh 1, pPAFAH inh 4 and LYPLA1 inh 1.
For COC(=O)c1c(NC(=O)COC(=O)c2ccc(NC(=O)CC#N)cc2)sc2c1CCCCC2 the results were PAFAH1B3 FP inh -54, ZTA counter -15, EBNA-1 inhibitor -10, PAFAH1B2 inh -26, PREPL inhibitor -6, PAFAH2 FP inh -52, LYPLA2 inh -31, pPAFAH inh 8 and LYPLA1 inh -16.
CN(C)C1(CNC(=O)C2CCC(=O)N(CCc3ccc(Cl)cc3)C2)CCCCC1 (configuration not stated) was read as PAFAH1B3 FP inh -3, ZTA counter 8, EBNA-1 inhibitor 6, PAFAH1B2 inh 1, PREPL inhibitor 16, PAFAH2 FP inh -4, LYPLA2 inh 4, pPAFAH inh 2 and LYPLA1 inh -5.
Screening COc1ccc(NC(=O)Nc2ccc3c(c2)CCC3)c(OC)c1 returned PAFAH1B3 FP inh 8, ZTA counter 7, EBNA-1 inhibitor 10, PAFAH1B2 inh 5, PREPL inhibitor 4, PAFAH2 FP inh -1, LYPLA2 inh 5, pPAFAH inh 3 and LYPLA1 inh 3.
Screening CCN(CC(=O)Nc1ccc(NC(C)=O)cc1)C(=O)c1cc(C)on1 returned PAFAH1B3 FP inh 6, ZTA counter -7, EBNA-1 inhibitor -3, PAFAH1B2 inh -3, PREPL inhibitor 0, PAFAH2 FP inh 0, LYPLA2 inh -1, pPAFAH inh 1 and LYPLA1 inh -2.
`Cc1c2c(nc3c(C(=O)NC4CCCCC4C)cnn13)CCCC2` (configuration not stated) gave ZTA counter 11, EBNA-1 inhibitor 3, PREPL inhibitor 7, LYPLA2 inh 1, pPAFAH inh 0 and LYPLA1 inh -3.
`C[C@@H]1CC[C@H]2C(=O)N3[C@@H](CC[C@@H](C)[C@@H]3c3ccc(Br)cc3)C(=O)N2[C@H]1c1ccc(Br)cc1` gave PAFAH1B3 FP inh 5, ZTA counter -7, EBNA-1 inhibitor -8, PAFAH1B2 inh 5, PREPL inhibitor 5, PAFAH2 FP inh 9, LYPLA2 inh -1, pPAFAH inh 4 and LYPLA1 inh -4.
`Cc1nnc(SCC(=O)N(C)C2CCCCC2)n1C` gave PAFAH1B3 FP inh 8, ZTA counter 8, PAFAH1B2 inh 1, PREPL inhibitor -1, PAFAH2 FP inh 6, LYPLA2 inh 5, pPAFAH inh 2 and LYPLA1 inh -1.
`Cc1cccc(C(=O)NC(C)C2CC3CCC2C3)c1` (configuration not stated) gave ZTA counter 16, EBNA-1 inhibitor 19, PREPL inhibitor -3, LYPLA2 inh 4, pPAFAH inh 2 and LYPLA1 inh 2.
Screening CC(=O)NNS(=O)(=O)c1ccccc1[N+](=O)[O-] returned PAFAH1B3 FP inh -7, ZTA counter 2, EBNA-1 inhibitor 5, PAFAH1B2 inh 6, PREPL inhibitor 4, PAFAH2 FP inh 4, LYPLA2 inh 2, pPAFAH inh 5 and LYPLA1 inh -2.
For CCCNC(=O)C(=O)NCCC1=CCCCC1 the results were PAFAH1B3 FP inh 2, ZTA counter 10, EBNA-1 inhibitor 0, PAFAH1B2 inh 5, PREPL inhibitor -2, PAFAH2 FP inh 6, LYPLA2 inh 6, pPAFAH inh 4 and LYPLA1 inh 2.
CCC(=O)Oc1cccc(C(=O)Nc2cccc(NC(=O)c3ccco3)c2)c1 was read as PAFAH1B3 FP inh 4, ZTA counter -2, EBNA-1 inhibitor 3, PAFAH1B2 inh 6, PREPL inhibitor 12, PAFAH2 FP inh -4, LYPLA2 inh -5, pPAFAH inh 2 and LYPLA1 inh -4.
Screening COC(=O)c1c(NC(=O)CC2Nc3cc(C)c(C)cc3NC2=O)sc(C)c1C (configuration not stated) returned PAFAH1B3 FP inh 4, ZTA counter 14, EBNA-1 inhibitor 7, PAFAH1B2 inh 2, PREPL inhibitor 5, PAFAH2 FP inh -11, LYPLA2 inh -2, pPAFAH inh 2 and LYPLA1 inh 1.
COc1nccnc1NS(=O)(=O)c1ccc(N=Cc2c(C)[nH]n(-c3ccccc3)c2=O)cc1 was read as PAFAH1B3 FP inh 2, ZTA counter 2, EBNA-1 inhibitor -10, PAFAH1B2 inh -1, PREPL inhibitor 1, PAFAH2 FP inh 3, LYPLA2 inh 4, pPAFAH inh -2 and LYPLA1 inh -1.
`CN(C)c1ccc(-c2ccccc2)nn1` gave PAFAH1B3 FP inh 8, ZTA counter -4, EBNA-1 inhibitor -4, PAFAH1B2 inh 2, PREPL inhibitor 8, PAFAH2 FP inh -1, LYPLA2 inh 7, pPAFAH inh 5 and LYPLA1 inh 3.
